Cl transport mod – modulators of human KCC2 chloride dependent transport; Q9H2X9; KCC2 cells, thallium flux FluoZin-2 fluorescence; B-score of Tl+ flux slope (higher = more flux/activation; lower = inhibition) at 10 µM; actives 2.2% (n = 190,000); AID 1456;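 active means thallium flux slope and its plate-corrected score both differing from the plate sample mean at a set confidence after two filtering rounds, in either direction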;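 further: slope of fluorescence scaled to starting intensity during 10 to 20 s after thallium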
zfTRPN1 agonist – zebrafish TRPN1 (NompC) channel agonism; HEK293 zebrafish TRPN1-YFP, Fluo-8 calcium fluorescence; 100% = response to 87 µM carbachol; activation, % at 3 µM; actives 0.18% (n = 220,000); AID 1424;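 active means activation above its plate's cutoff, the mean activation of test wells on that plate plus 3 SD, cut at about 19% in these data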;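 further: 0% = DMSO alone and 100% = 87 µM carbachol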
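Material: zebrafish TRPN1-YFP in HEK293 cells. Doses: one dose of 3 µM, 0.3% DMSO. Incubation: dye 1 h 37 °C plus 30 min RT. Measured by: intracellular calcium fluorescence with Fluo-8.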
Thrombin inh – blocks human thrombin protease activity. P00734. alpha-thrombin, Boc-VPR-AMC fluorogenic substrate cleavage. inhibition, % at 5 µM. actives 0.26% (n = 220,000). AID 1046;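 active means inhibition at or above 40%; inactive means inhibition below 40%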;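 further: 0% = enzyme with no compound and 100% = wells without enzyme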
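System: human alpha-thrombin protein; Compound dosing: one concentration per compound, 5 µM, with 0.2% DMSO; Timing: reaction at room temperature; Technique: AMC fluorescence, 355/460 nm; Controls: enzyme without compound as high, wells lacking enzyme as low.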
EBV gp42 inh – inhibitors of Epstein-Barr virus glycoprotein 42; Fluorescence polarization binding assay, mP read-out; inhibition, % (tested at 21.74 µM); actives 0.42% (n = 220,000); in the data active means inhibition above about 50%
Target sequence (Q1HVG2 whole entry, looked up): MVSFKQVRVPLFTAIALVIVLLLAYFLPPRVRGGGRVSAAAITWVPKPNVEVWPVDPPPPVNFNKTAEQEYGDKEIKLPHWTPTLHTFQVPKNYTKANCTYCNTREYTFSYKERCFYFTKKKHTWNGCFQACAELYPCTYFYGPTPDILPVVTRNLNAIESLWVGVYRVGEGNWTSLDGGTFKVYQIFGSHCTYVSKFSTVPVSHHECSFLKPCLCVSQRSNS
m-calpain inh – calpain II (pig) inhibition; purified calpain II, fluorogenic peptide substrate, 30 min; inhibition, % at 16 µM; actives 0.37% (n = 220,000);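 active means inhibition above about 50%, limit read from the data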
Tb hexokinase – blocks Trypanosoma brucei hexokinase 1 activity. recombinant TbHK1, G6PDH-coupled NADH A340. inhibition, % at 10 µM. actives 0.11% (n = 220,000). AID 1430;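 active means inhibition of 50% or more in the single-dose primary screen; inactive means inhibition below 50%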
TRPML3 ag – agonists of human TRPML3 channel; HEK293 TRPML3-YFP, Fluo-8 calcium fluorescence; 100% = the carbachol control signal; activation, % at 3 µM; actives 0.29% (n = 220,000);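 active means activation above its plate's cutoff, the mean activation of the plate's test wells plus 3 SD, cut at about 12% in these data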;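 further: 0% = DMSO only wells and 100% = carbachol wells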
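Test system: TRPML3-YFP stable HEK293 cells. Doses: single point at 3 µM. Incubation: dye loading 1 h 37 °C then 30 min ambient, 125 s read. Signal: Fluo-8 calcium dye fluorescence, ex 470-495, em 515-575 nm. Measure: percent activation from peak-to-basal fluorescence ratio, scaled between DMSO and carbachol.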
Furin inhibitor – blocks human furin protease activity; inhibition, % at 30 µM; AID 463115; purified furin, fluorogenic substrate cleavage; actives 0.061% (n = 220,000); P09958; in the data active means inhibition above about 25%; further: inactives centre near -15
Target sequence (P09958 108-714 limits assumed): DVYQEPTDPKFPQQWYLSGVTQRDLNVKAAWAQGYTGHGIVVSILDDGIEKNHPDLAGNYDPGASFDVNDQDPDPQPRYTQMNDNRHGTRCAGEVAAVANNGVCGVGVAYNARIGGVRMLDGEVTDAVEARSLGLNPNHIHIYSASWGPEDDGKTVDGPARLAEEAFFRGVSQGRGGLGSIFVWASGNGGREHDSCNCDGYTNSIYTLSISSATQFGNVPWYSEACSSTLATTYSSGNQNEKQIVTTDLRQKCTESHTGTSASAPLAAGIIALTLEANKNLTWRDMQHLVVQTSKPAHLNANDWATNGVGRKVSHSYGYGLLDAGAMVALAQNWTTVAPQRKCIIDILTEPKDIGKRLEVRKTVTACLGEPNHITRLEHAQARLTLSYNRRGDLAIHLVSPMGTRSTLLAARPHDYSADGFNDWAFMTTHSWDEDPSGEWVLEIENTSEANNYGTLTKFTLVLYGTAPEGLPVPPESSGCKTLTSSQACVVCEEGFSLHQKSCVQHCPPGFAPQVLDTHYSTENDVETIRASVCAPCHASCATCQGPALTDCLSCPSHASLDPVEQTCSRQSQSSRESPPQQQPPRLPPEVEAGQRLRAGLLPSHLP
PPC-1+TRAIL kill – compounds killing PPC-1 cancer cells with TRAIL present (potentiator screen, no TRAIL-free arm). actives 0.41% (n = 220,000). PPC-1 cells + TRAIL, ATPLite viability luminescence. cell killing (% activity), % at 4 µM;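 active means cell killing above 50% in the first pass at 4 µM, then a duplicate retest at 5 µM averaging 50% or more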;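 further: plate controls were cells with TRAIL plus DMSO for no effect and medium-only wells lacking cells for full effect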
The depositor's hits bear a star; i = inactive; nt = not tested or not shown; & = joins results of further samples; [ ] = remark or other dose.

SMILES	Cl transport mod	zfTRPN1 agonist	Thrombin inh	EBV gp42 inh	m-calpain inh	Tb hexokinase	TRPML3 ag	Furin inhibitor	PPC-1+TRAIL kill
CC(SC(=S)N(C)Cc1cccs1)C(=O)O (stereo not drawn)	0.34	1.0	-6	-3	8	-3	0.2	-20	20
Cc1ccc(-n2c(C)nn(CCOc3ccccc3)c2=O)cc1	-0.54	0.2	-2	0	-6	-9	0.0	-31	4
O=C(O)Cc1ccc(C(=O)c2ccccc2F)s1	nt	-1.6	0	-18	8	-15	0.8	-13[20 µM]	-6
CCOc1ccc(CNC(=S)N/N=C/c2ccc(OC)c(OC)c2)cc1	0.58	-1.3	-3	-6	-15	-4	-0.2	-25	4
Cc1ccc(C(=O)N2CCN(C(=O)CN3CCOCC3)C2)cc1	0.83	1.8	4	-14	-35	-1	0.9	-12	12
CN(C)C=NC(=O)c1cc(C(=O)c2ccc(Cl)cc2Cl)c[nH]1	0.084	1.7	-2	-9	-5	-16	0.9	-29	24
O=S(=O)(NC(=NCc1ccccc1)c1ccc(F)cc1)c1ccc(Cl)cc1	1.3	0.7	-4	7	22	1	0.9	-28	18
CCOC(=O)Cn1c(=O)c2c(nc3n2CCS3)n(C)c1=O	-0.21	0.7	-1	-16	-2	-4	0.5	-18	-12
CCOC(=O)N1CCN(CCC(=O)Nc2ccc(OC(F)(F)F)cc2)CC1	-0.11	2.2	0	-18	-2	-2	0.1	19[20 µM]	-3
O=C(Nc1cccc(-c2nc3cccnc3s2)c1)C1c2ccccc2Oc2ccccc21	0.11	1.1	4	-47	55*	-26	0.8	-6	25
CCOc1ccc(Nc2nc(Cc3nnc(SCC(=O)c4ccc(C)cc4)o3)cs2)cc1	nt	-0.2	-2	9	16	1	0.5	-22[20 µM]	-2
Cc1nc2sc(C(c3ccc(Cl)cc3)N3CCOCC3)c(O)n2n1 (stereo not drawn)	-0.0015	1.4	1	-3	-7	0	0.7	-19	13
Cc1ccc(Cn2nnc3c(=O)[nH]c(C4CCN(S(=O)(=O)c5ccc(C)cc5)CC4)nc32)cc1	nt	-0.3	-5	-12	-269	1	0.7	-11[20 µM]	-5
CCS(=O)(=O)N1CCC(C(=O)NCc2ccc3c(c2)OCO3)CC1	1.2	1.4	17	2	-33	-2	0.2	-31	13
CC1C2CC(C(S(=O)(=O)N3CCOCC3)C2=O)C1(C)C (stereo not drawn)	nt	1.2	3	-13	3	4	1.7	-15	8
OC1=C(O)c2nc3cc(C(F)(F)F)ccc3nc21	0.55	0.7	1	-12	14	-8	-0.2	-2	18
COC(=O)c1ccsc1NC(=O)c1ccc2c(c1)OCCO2	0.5	nt	-4	-10	-26	-13	nt	-34	5
Cc1ccccc1C(=O)NNC(=O)c1ccc(Br)cc1	1.8	2.3	8	-15	11	6	1.3	-24	3
CCOC(=O)C1(c2ccccc2)NC(c2ccc(N(C)C)cc2)C2C(=O)N(C)C(=O)C21 (stereo not drawn)	0.66	0.9	nt	nt	nt	-4	2.6	-20[20 µM]	nt
Cn1c(=O)c2c(nc(Sc3ncccn3)n2Cc2ccc(Cl)cc2)n(C)c1=O	nt	-0.9	-1	-3	-8	-2	1.0	-34	11
CCOc1ccccc1NC(=O)c1ccccc1N(C)S(C)(=O)=O	0.27	-0.8	0	6	-13	-1	0.5	-9[20 µM]	-35
Cc1cc(NC(=O)c2noc3c2CCc2ccccc2-3)no1	nt	nt	2	-9	-40	nt	nt	nt	1
CCCc1cc(C(=O)NCC(C)C)no1	-0.057	1.0	-5	0	2	-6	0.8	-21	10
c1ccc(-c2nc[nH]c2-c2ccccc2)cc1	-0.0037&-0.69	-0.7&0.9	4	-18&-5	3&13	-3&-2	0.1&-0.5	-27&1	9&6
COc1ccc(CCNC(=O)Cc2c(Cl)cccc2Cl)cc1	0.016	0.1	-10	-21	32	5	-0.4	-4	1
Cc1ccc(C(c2nnnn2Cc2ccccc2)N2CCN(Cc3ccccc3)CC2)cc1 (stereo not drawn)	-1.8	-0.1	1	0	18	1	1.3	-4[20 µM]	9
COC(=O)c1ccccc1NC(=O)Cn1nc(C(F)(F)F)c2c1CCC2	0.26	-2.9	0	-8	-7	-7	-0.5	-25	-13
CCOCC(=O)Nc1cccc(-c2nc3cccnc3s2)c1C	-0.089	1.5	0	-13	-11	-11	0.5	-12	-6
CCNS(=O)(=O)c1ccc(CCC(=O)Nc2ccc(C(=O)OC)cc2)cc1	0.81	0.3	-2	-11	10	-2	0.4	-32	-1
COC(=O)c1cc2ccsc2n1CC(=O)Nc1cc(Cl)ccc1OC	-0.0084	-0.3	-12	-12	-33	2	0.3	-26[20 µM]	24
CC(=O)c1cccc(NC(=O)C(NC(C)C)c2ccccc2)c1 (stereo not drawn)	0.83	-1.1	-3	-8	-19	-9	0.6	-21	2
CN(C(=O)c1sc2nc(N3CCOCC3)c3c(c2c1N)CCCC3)c1ccccc1	-1.2	1.8	nt	5	-73	-10	1.0	6	18
O=C(Nc1ccccc1N1CCN(c2ccc(F)cc2)CC1)C12CC3CC(CC(C3)C1)C2	-1.3	-0.6	-2	-17	6	8	0.6	-17[20 µM]	14
O=C(CCn1nnc2ccccc21)N/N=C\Cc1ccccc1	0.015	-0.6	2	3	2	0	0.1	-16	nt
Cc1ccc(N=Nc2c(N)n(-c3ccccc3)[nH]c2=O)cc1	1	-0.3	22	-8	8	-4	-0.9	-18[20 µM]	5
C=CCn1c(-c2ccccc2)c[nH]c1=S	0.18	-0.8	5	-23	-32	4	0.4	-2[20 µM]	9
CCOC(=O)C/C(C)=N/NC(=O)COc1ccccc1C	0.33	1.6	-10	4	17	0	0.0	-11	1
COc1ccc(NC(=O)c2cccnc2Nc2ccccc2)cc1	nt	-1.2	3	2	-13	-8	0.9	-12[20 µM]	20
Cc1ccc(C(=O)N2CCN(C(=O)CN3CCCC3)C2)cc1	nt	0.3	3	7	17	4	1.0	-23	3
Oc1cccc(Nc2nc(O)c(/C=C3\C=Nc4ccccc43)s2)c1	-0.16	4.0	-3	-68	11	-6	1.8	5	-44

In a second layout: results already given.
| Compound | Cl transport mod | zfTRPN1 agonist | Thrombin inh | EBV gp42 inh | m-calpain inh | Tb hexokinase | TRPML3 ag | Furin inhibitor | PPC-1+TRAIL kill |
| --- | --- | --- | --- | --- | --- | --- | --- | --- | --- |
| c1ccc(-c2nc[nH]c2-c2ccccc2)cc1 | -0.0037&-0.69 | -0.7&0.9 | 4 | -18&-5 | 3&13 | -3&-2 | 0.1&-0.5 | -27&1 | 9&6 |
| COc1ccc(CCNC(=O)Cc2c(Cl)cccc2Cl)cc1 | 0.016 | 0.1 | -10 | -21 | 32 | 5 | -0.4 | -4 | 1 |
| Cc1ccc(C(c2nnnn2Cc2ccccc2)N2CCN(Cc3ccccc3)CC2)cc1 (stereo not drawn) | -1.8 | -0.1 | 1 | 0 | 18 | 1 | 1.3 | -4[20 µM] | 9 |
| COC(=O)c1ccccc1NC(=O)Cn1nc(C(F)(F)F)c2c1CCC2 | 0.26 | -2.9 | 0 | -8 | -7 | -7 | -0.5 | -25 | -13 |
| CCOCC(=O)Nc1cccc(-c2nc3cccnc3s2)c1C | -0.089 | 1.5 | 0 | -13 | -11 | -11 | 0.5 | -12 | -6 |
| CCNS(=O)(=O)c1ccc(CCC(=O)Nc2ccc(C(=O)OC)cc2)cc1 | 0.81 | 0.3 | -2 | -11 | 10 | -2 | 0.4 | -32 | -1 |
| COC(=O)c1cc2ccsc2n1CC(=O)Nc1cc(Cl)ccc1OC | -0.0084 | -0.3 | -12 | -12 | -33 | 2 | 0.3 | -26[20 µM] | 24 |
| CC(=O)c1cccc(NC(=O)C(NC(C)C)c2ccccc2)c1 (stereo not drawn) | 0.83 | -1.1 | -3 | -8 | -19 | -9 | 0.6 | -21 | 2 |
| CN(C(=O)c1sc2nc(N3CCOCC3)c3c(c2c1N)CCCC3)c1ccccc1 | -1.2 | 1.8 | nt | 5 | -73 | -10 | 1.0 | 6 | 18 |
| O=C(Nc1ccccc1N1CCN(c2ccc(F)cc2)CC1)C12CC3CC(CC(C3)C1)C2 | -1.3 | -0.6 | -2 | -17 | 6 | 8 | 0.6 | -17[20 µM] | 14 |
| O=C(CCn1nnc2ccccc21)N/N=C\Cc1ccccc1 | 0.015 | -0.6 | 2 | 3 | 2 | 0 | 0.1 | -16 | nt |

Additional results:
SMILES	Cl transport mod	zfTRPN1 agonist	Thrombin inh	EBV gp42 inh	m-calpain inh	Tb hexokinase	TRPML3 ag	Furin inhibitor	PPC-1+TRAIL kill
CCN(CC)c1ccc(NC(=O)COc2ccc(C)cc2)cc1	nt	0.6	nt	nt	nt	-1	-0.4	-22	19
C/C(=C\C(=O)O)C12CC3CC(CC(C3)C1)C2	nt	0.1	0	-10	-7	-2	1.2	-14[20 µM]	24
COc1ccc(S(=O)(=O)N2CCC(C(N)=O)CC2)cc1	1.1	-0.1	nt	nt	nt	-2	0.4	-36	nt
CCSc1nnc(NC(=O)c2c(-c3ccccc3Cl)noc2C)s1	-0.29	2.6	1	5	26	-1	1.8	-21	28
COC(=O)c1cccc(NC(=O)CCc2cc(OC)c(OC)c(OC)c2)c1	0.074	4.4	-14	-21	13	33	1.2	-7	34
CC(NC(=O)/C(C#N)=C/c1cn[nH]c1-c1ccccc1)c1ccccc1 (stereo not drawn)	-0.35	-1.5	-5	-15	36	-16	-0.2	-3[20 µM]	9
COc1ccc(NC(=S)N(CCCN2CCOCC2)Cc2ccccn2)cc1	-0.56	0.6	-1	-1	-22	-2	1.1	-24	11
Cc1cc(C(=O)CN2C(=O)NC(C)(c3ccccc3)C2=O)c(C)n1CC1CCCO1 (stereo not drawn)	-0.73	3.4	10	-17	21	-3	1.1	-5	23
CNC(=O)COC(=O)c1ccc(-c2nc3ccccc3s2)s1	-0.96	-0.7	3	-21	i	-52	1.3	-24[20 µM]	66*
CCCCN(CC)CCNc1c(NC2CCN(C(=O)OCC)CC2)c(=O)c1=O	nt	0.4	-5	-1	-10	-1	0.3	-26	0
Cc1ccc(NC(=O)CN2CCCN(S(=O)(=O)c3ccc(Br)s3)CC2)cc1	nt	-1.5	-8	-3	-18	0	0.1	-11[20 µM]	29
Cc1ccc(NC(=O)CSc2nnc(CCNC(=O)OC(C)(C)C)o2)c(C)c1	-0.77	-0.9	-6	-5	-13	-5	0.6	-25[20 µM]	17
Cc1cccc(N2CCN(C(=O)CN3CCOc4ccccc43)CC2C)c1 (stereo not drawn)	-0.086	2.1	-1	-6	-27	-11	0.6	-38	-13
O=c1c(C(c2ccc(Br)cc2)c2c(O)nc3n(c2=O)CCS3)c(O)nc2n1CCS2	-0.044	0.9	-6	0	9	2	0.9	-23	6
Clc1ccc(/C=C\c2nccc3c2[nH]c2ccccc23)cc1	1.8	-0.8	-16	-9	-149	-1	0.9	-18	20
COc1ccccc1N1CCN(C(c2cccs2)C(C)NC(=O)c2cccs2)CC1 (stereo not drawn)	nt	-0.9	3	-8	-16	5	-0.2	-1[20 µM]	11

Screens: PubChem, several laboratories
